# mcGAS inh = inhibitors of mouse cGAS | recombinant cGAS, Kinase-Glo ATP depletion luminescence | inhibition, % at 12.5 µM | AID 1259399 | actives 0.15% (n = 160,000) | Q8C6L5;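 further: 0% = negative control wells and 100% = reference inhibitor with no enzyme activity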
# NPYLR7 agonist = mosquito NPYLR7 agonism; HEK293T NPYLR7/Galpha15, GCaMP6s calcium fluorescence; activation, % at 10 µM; actives 0.15% (n = 270,000); in the data active means activation above about 40%;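 further: 0% = vehicle and 100% = reference agonist at the receptor; some compounds past the cut are filed as inactive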
# hcGAS lum = blocks human cGAS activity | recombinant h-cGAS, ATP depletion, Kinase-Glo luminescence | inhibition, % at 12.5 µM | actives 0.081% (n = 290,000) | AID 1259398;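 further: 0% = vehicle reaction and 100% = reaction without DNA for no activity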
# Target sequence (Q8N884 whole entry, looked up): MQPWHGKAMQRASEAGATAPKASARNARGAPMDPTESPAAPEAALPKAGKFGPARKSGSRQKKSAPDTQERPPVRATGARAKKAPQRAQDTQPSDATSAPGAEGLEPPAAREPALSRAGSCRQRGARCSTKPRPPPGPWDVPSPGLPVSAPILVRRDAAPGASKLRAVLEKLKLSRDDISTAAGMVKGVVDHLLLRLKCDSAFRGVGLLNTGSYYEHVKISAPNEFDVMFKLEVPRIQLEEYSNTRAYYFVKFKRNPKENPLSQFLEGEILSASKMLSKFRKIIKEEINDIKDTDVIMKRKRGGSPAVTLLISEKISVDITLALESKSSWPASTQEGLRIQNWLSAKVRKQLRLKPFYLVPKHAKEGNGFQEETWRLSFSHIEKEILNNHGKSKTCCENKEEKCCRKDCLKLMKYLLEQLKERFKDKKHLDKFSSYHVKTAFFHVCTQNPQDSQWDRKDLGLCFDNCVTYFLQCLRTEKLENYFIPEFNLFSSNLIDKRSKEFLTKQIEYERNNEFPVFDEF
# * hit, by the source's call; . = no result given; & = joins results of further samples. Unless noted, no stated cut-off is given here; in the data, active means inhibition above about 40%; inactive means the rest.
SMILES,mcGAS inh,NPYLR7 agonist,hcGAS lum
Cc1ccc(CN(Cc2ccc(F)cc2)C(=O)CN(C2CCCCC2)S(=O)(=O)c2ccccc2)s1,-6,-2,-13
Cc1ccc2nc(C)n(C3CCN(C(=O)Cc4cc(F)cc(F)c4)CC3)c2c1,-2,35,-5
C=CCN(C(=O)c1ccccc1NC)C(C)C,.,3,-3
CCOc1ccc(S(=O)(=O)N2CCN(C(C)=O)CC2)cc1OCC,.,10,-11
C=CCNC(=O)N(C)CCc1ccc(Br)cc1,.,5,-3
CCOc1ncccc1C(=O)N1CCOC(Cc2ccc(OC)cc2)C1 (centres undefined),-11,5,-4
CC(=O)c1cccc(NC(=O)N2CCC(Cc3ccc(-c4ccccc4)cc3)CC2)c1,-7,3,-6
CC(C)(C)OC(=O)N1C[C@@H](CO)[C@H](C2CCNCC2)C1,-7,.,-13
CCN(CC)Cc1cnc2c(C(=O)NCC3CCCO3)cnn2c1 (centres undefined),-16,3,-3
COc1ccc(-c2[nH]ncc2CN2CCCC2c2nonc2C)c(F)c1 (centres undefined),-3,1,-5

# One compound at a time, from the list above. Values in the order: mcGAS inh, NPYLR7 agonist, hcGAS lum
# Profile of `CC(C)(C)OC(=O)N1C[C@@H](CO)[C@H](C2CCNCC2)C1` → -7, ., -13
# Profile of `Cc1ccc(CN(Cc2ccc(F)cc2)C(=O)CN(C2CCCCC2)S(=O)(=O)c2ccccc2)s1` → -6, -2, -13

# Part of the list above, tab-delimited.
Molecule	mcGAS inh	NPYLR7 agonist	hcGAS lum
CCOc1ccc(S(=O)(=O)N2CCN(C(C)=O)CC2)cc1OCC	.	10	-11
C=CCNC(=O)N(C)CCc1ccc(Br)cc1	.	5	-3
CCOc1ncccc1C(=O)N1CCOC(Cc2ccc(OC)cc2)C1 (centres undefined)	-11	5	-4
CC(=O)c1cccc(NC(=O)N2CCC(Cc3ccc(-c4ccccc4)cc3)CC2)c1	-7	3	-6
CC(C)(C)OC(=O)N1C[C@@H](CO)[C@H](C2CCNCC2)C1	-7	.	-13

# Following part.
SMILES,mcGAS inh,NPYLR7 agonist,hcGAS lum
CCN(CC1=CCN(C)CC1)C(=O)CCOC,.,3,-2
CCN1CCC(CNS(=O)(=O)c2cn(CC)nc2C)C1 (centres undefined),.,-1,2
CC1CCCN(CC(O)COc2ccc(F)cc2Cl)C1 (centres undefined),-2,2,-3
CCC(C)c1ccc(C(=O)COC(=O)c2ccccc2N(C)S(C)(=O)=O)cc1 (centres undefined),-4,-5,-4
O=S(=O)(NC1(c2ccc3c(c2)OCCO3)CCCC1)c1cccnc1,.,-3,-2
O=C(NCCc1nnc2ccc(SCc3cccc4ccccc34)nn12)c1ccccc1,0,-24,0
CN(C)C=Nc1nc2ccccc2s1,-5,18,-8
CC(C)c1ccc(Nc2cc3c(cn2)ncn3CC2CC2)cc1,-1,5,1
Cc1noc(C2CCCN2C(=O)c2cccc(NCc3sccc3C)c2)n1 (centres undefined),.,12,0
CC1(C)C2CC[C@@]1(CS(=O)(=O)N1CCC[C@@H]1C(=O)NCCCNC(=O)c1ccccc1)C(=O)C2,-3,18,0
Nc1ncccc1CN1CCC(Cc2cccc(C(=O)O)c2)C1 (centres undefined),.,13,-3
COC(=O)C(C)CN(C)C(=O)C(c1cc(Cl)cc(Cl)c1)N(C)C (centres undefined),.,5,-5
CN(CCc1ccccc1)C1(C(=O)N2CC[C@H](O)C2)Cc2ccccc2C1,.,4,-6
CCc1cnc(N2CC[C@@H](c3ccc4ccccc4c3)[C@H](O)C2)nc1,.,33,-1
COc1cc(C(=O)Nc2cc(F)cc(F)c2)cc(OC)c1OCC(N)=O,-7,0,-3
Cc1[nH]cnc1CSCCNC(=O)CC1COCCN1 (centres undefined),.,-4,-2
O=C(CN(Cc1ccccc1)c1nc(Cc2ccc(Cl)cc2)ns1)NCc1ccc2c(c1)OCO2,-5,.,-10
COc1ccc(S(=O)(=O)NCCc2csc3nc(-c4cccc(F)c4)nn23)cc1C,-6,6,-5
Cc1nn(CN2CCN(c3ccccc3)CC2)c(=O)c2ccccc12,-3,0,-4
COCc1cc(=O)[nH]c(N=C(N)Nc2ccc(Oc3ccccc3)cc2)n1,.,3,-8
CN1c2ccccc2C(C)(C)C12C=Cc1cc(O)ccc1O2 (centres undefined),5,2,2
COC(=O)CC(=O)NC1CCN(c2ccccc2C(=O)NCCc2cccs2)CC1,-3,3,-1
CCOc1ccc2ccccc2c1C(=O)Nn1cnc2c(cnn2-c2ccc(C)cc2)c1=O,.,5,-12
CCOc1ccccc1N(Cc1nnc2n1CCCCC2)C(=O)Nc1ccc(OC)cc1,.,22,-3
CC(C)(C)n1nc2c(c1NC(=O)c1ccc(Br)cc1)CSC2,-6,-3,-5
CC(=O)c1cc(C(=O)NC2CC(=O)N(C3CCCCCC3)C2)[nH]n1 (centres undefined),.,12,-3
Cc1cc(CNC(=O)C2CCCN(C(=O)NC3CCCC3)C2)no1 (centres undefined),-14,15,-9
COc1ccc(CC2CCN(C(=O)c3ccccc3OC)CC2)cc1,-4,17,-5
COc1cc(NC(=O)N2CCN(CC(OCc3ccc(C(F)(F)F)cc3)c3ccc(Cl)cc3)CC2)cc(OC)c1OC (centres undefined),-6,.,-3
CCN(C)c1c(C)nc2c(OCC(=O)c3ccc(Cl)cc3Cl)cccn12,-4,12,-1
Cc1ccc(C(=O)N2CCN(S(=O)(=O)N3CCN(C)CC3)CC2)cc1-n1cccc1,.,5,-4
COc1cc2nc(-c3ccc(Cl)c([N+](=O)[O-])c3)oc(=O)c2cc1OC,.,4,3
CSc1ccc(NC(=O)NCc2cccnc2N(C)C)cc1,.,6,-6
Cc1onc(-c2c(F)cccc2Cl)c1C(=O)N1CCC(C)CC(C)(C)C1 (centres undefined),-3,-9,-2
O=C(Nc1nccs1)C1CC1c1ccccc1 (centres undefined),2,2,1
Cc1ccc(-n2c(C)c(C)n3c4c(=O)n(CCN5CCOCC5)c(=O)n(C)c4nc23)cc1C,.,9,-17
CC1=NC2=C(C(=O)CC(c3ccccc3)C2)C(c2ccccc2Cl)C1C(=O)OCCOc1ccccc1 (centres undefined),-2,4,-1
O=C(c1ccno1)N(Cc1ccccc1)c1nc2c(F)cc(F)cc2s1,-2,-3,-3
O=C(Cc1c[nH]c2ccccc12)N1CCC(O)(C(=O)O)CC1,.,8,-5
CCOC(=O)c1ccc(NC(=O)C2CC(=O)N(C)C(=Nc3ccc(C(=O)OC)cc3)S2)cc1 (centres undefined),-5,5,-5

# Five entries from above, as tab-separated lines.
molecule	mcGAS inh	NPYLR7 agonist	hcGAS lum
Cc1onc(-c2c(F)cccc2Cl)c1C(=O)N1CCC(C)CC(C)(C)C1 (centres undefined)	-3	-9	-2
O=C(Nc1nccs1)C1CC1c1ccccc1 (centres undefined)	2	2	1
Cc1ccc(-n2c(C)c(C)n3c4c(=O)n(CCN5CCOCC5)c(=O)n(C)c4nc23)cc1C	.	9	-17
CC1=NC2=C(C(=O)CC(c3ccccc3)C2)C(c2ccccc2Cl)C1C(=O)OCCOc1ccccc1 (centres undefined)	-2	4	-1
O=C(c1ccno1)N(Cc1ccccc1)c1nc2c(F)cc(F)cc2s1	-2	-3	-3

# Next entries:
SMILES,mcGAS inh,NPYLR7 agonist,hcGAS lum
COc1ccc(CNC(=O)c2sc(=O)n(CC(=O)N(C)C)c2C)cc1OC,.,15,-9
COc1ccc(Cl)cc1NC(=O)c1ccc(OC)c([N+](=O)[O-])c1,-5,1,2
O=C(c1nn(-c2ccc(F)cc2)c(=O)n(Cc2cccc(Cl)c2)c1=O)N1CCCC1,-6,5,2
Cc1onc(-c2ccccc2Cl)c1C(=O)Nc1ccccc1N(C)C(=O)c1ccccc1,-4,-15,-3
Cc1nn(-c2nc(C)c(C)c(=O)[nH]2)c(C)c1CCC(=O)Nc1ccccc1C(N)=O,.,3,-8
C=CCONC(=O)c1c(C)nn(-c2c(Cl)cc(Cl)cc2Cl)c1C,.,10,-1
Cc1nc2c(C)cc(-c3ccnc4[nH]ccc34)cn2n1,.,-1,-6
O=C(CCC(=O)Nc1ccc(F)c(Cl)c1)NCCc1cnc[nH]1,-18,9,-5
Cc1c(CN2CC(=O)N(Cc3ccccc3)CC(O)C2)c(=O)n(-c2ccccc2)n1C (centres undefined),-8,-9,1
Cc1ccc(C(=O)N2CCN(c3nc(Cc4ccccc4)nc4onc(-c5ccccc5)c34)CC2)cc1,-3,-2,-1
CCN1CCN(c2c(CN(C(=O)Nc3cccc(OC)c3)C(C)C)c(C)nn2-c2cccc(F)c2)CC1,-6,15,-2
CCCNC(=O)c1c(C)c(C(=O)OCC)n(C)c1C,-5,4,-2
C=C(Cl)CSc1nnc(Cc2cccs2)o1,.,1,-8
O=C1/C(=C/c2cccnc2)Oc2cc(OS(=O)(=O)c3ccc(Cl)cc3)ccc21,7,-3,4
O=C1NC(=S)S/C1=C\c1cc(Br)ccc1OCc1ccccc1Br,-6,3,-11
CCOc1ccc(C(=O)Nc2c(N)nc(SCC(=O)Nc3nccs3)[nH]c2=O)cc1,-7,-2,1
Fc1ccc(-n2c(COc3ccccc3)n[nH]c2=S)cc1,.,-8,-6
Cc1nc(-c2ccccc2)c(C(=O)N2C[C@@H](N)C[C@H]2C(=O)NC(C)C)s1,.,-4,3
CNC(=O)Cn1cc(OCc2ccccc2C)c(=O)cc1CO,-3,9,-1
CSc1nnc2c(n1)OC(c1ccccn1)Nc1ccccc1-2 (centres undefined),-1,4,5
CC1CCCC(C(=O)N2CCC3(CCCc4ccccc43)C2)C1 (centres undefined),.,2,-2
CCOC(=O)c1nn(-c2ccc(F)cc2)c(=O)cc1OS(=O)(=O)c1ccc(Br)cc1,-7,-2,-7
CCOC(=O)C1CCCN(C(c2ccc(OC)cc2)C2Sc3nc(CC)nn3C2=O)C1 (centres undefined),-6,-2,-5
C/C(=C\c1ccco1)CN1CCc2c([nH]c3ccccc23)C1c1cccc(C)n1 (centres undefined),-10,14,-5
O=C(c1csc(-c2ccccc2)n1)N1CCN(S(=O)(=O)c2ccccc2F)CC1,-9,2,-2
Cc1[nH]nc2ncc(CNC3CCCCNC3=O)cc12 (centres undefined),.,-3,-7
Cc1cccc(Oc2cnn(C)c(=O)c2Nc2cccc(C(=O)N3CCN(C)CC3)c2)c1C,-5,8,-8
COc1cc(NC(=O)Cc2noc3ccccc23)cc(OC)c1OC,.,3,-4
COc1cc(-c2nc3cc(C)ccn3c2NC(C)(C)CC(C)(C)C)ccc1OC(=O)c1cc(Cl)cc(Cl)c1,-9,12,-12
O=C(c1ccc2ncsc2c1)N1CCN(C(=O)c2cccs2)CC1,.,5,-3
C[C@](N)(Cc1ccc(O)c(O)c1)C(=O)O,-5,-8&-4&4,7&2&-6
Cc1cc(F)ccc1S(=O)(=O)N1c2ccnn2C(C)CC1C (centres undefined),.,-12,11
CC(C)CC(=O)Nc1nc(C(=O)N2CCN(C3CCCC3)CC2)cs1,-7,.,-14
CC(C)(C)c1ccc2ccccc2[o+]1,-5,5,-7
COc1cn(CC(=O)NC(C)(C)C)c(CN2CCN(C(C)=O)CC2)cc1=O,-6,-2,0
CC(=O)Nc1cccc(C(=O)OCC(=O)N(C)Cc2ccc(C)cc2)c1,.,12,-6
c1ccc(COCCN2CCCC3(CCNC3)C2)cc1 (centres undefined),.,-1,-5
